Bioassay records from PubChem BioAssay.
WT yeast gro inh = growth inhibition of WT strain, primary screen, mitochondrial fusion inhibitor project, WT and mutant strains, chemical genetic | actives 2.1% (n = 190,000) | inhibition, % at 10 µM | mitochondrial fusion phenotypic screen; in the data active = inhibition above about 58%; tested in S. cerevisiae
MgcRacGAP inhibition = MgcRacGAP GTPase-activating activity inhibitors, confirmation, biochemical, ADP Hunter fluorescence; Rac GTPase-activating protein 1 (Homo sapiens); MgcRacGAP-stimulated Rac1 GTP hydrolysis, ADP Hunter fluorescence; higher % means a stronger effect; GST-tagged Rac1 F28L mutant substrate; inhibition, % at 30 µM; hits with a dose series show IC50 in µM; actives 0.6% (n = 340,000); AID 624330, 2012;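 active = first-screen hits whose inhibition reached a set limit at any dose in the follow-up dose series; inconclusive = inhibition above the set first-screen limit but never retested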;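 note: fluorescence reports GDP produced by GAP-driven GTP hydrolysis; strong numbers were not always called active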
West Nile antiviral = West Nile virus antiviral activity, cell-based, CPE readout (AID 1621); West Nile virus-infected cells, CPE inhibition; higher % means a stronger effect; CPE inhibition, % at 10 µM, or IC50 in µM where a hit was titrated; actives 0.02% (n = 290,000); in the data active = a potency from the dose series; inconclusive = CPE inhibition mostly from about 3.7% at the one dose, without a potency; inactive = the rest, 99 in 100 with CPE inhibition below about 2.2%; note: strong numbers were not always called active
RSV CPE inhibition = RSV antiviral activity via CPE protection, HEp-2 cells, primary 10 µM value included (AID 2391). actives 0.13% (n = 310,000). HEp-2 cells, RSV-induced CPE inhibition; higher % means a stronger effect. CPE inhibition, % at 10 µM; hits with a dose series show IC50 in µM; in the data active = a potency from the dose series; inconclusive = CPE inhibition mostly from about 23% at the one dose, without a potency; inactive = the rest, 99 in 100 with CPE inhibition below about 21%; note: strong numbers were not always called active
Myeloid diff MLP = induction of myeloid progenitor differentiation, primary screen, cell-based, flow cytometry, MLPCN library | ER-HoxA9 myeloid progenitors, lysozyme-GFP differentiation | calls only at 10 µM | actives 1% (n = 360,000) | AID 624256, 2012;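 active = normalized GFP-positive differentiation at or above the plate's own cutoff, the solvent-only control mean plus 3 SD; inconclusive = no clear call, values can overlap the other calls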;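 note: cells exposed to compound for four days before flow analysis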
T cell modulator = modulators of CD8 T cell-vesicle binding, primary screen, mouse 2C CD8+ T cells, flow cytometry; AID 2052, 2009; actives 0.068% (n = 330,000); calls only at 7 µM; 2C CD8+ T cell-vesicle binding; hits give low values;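 active = response, share of CD8 T cells binding vesicles, and their 90th percentile fluorescence all below set limits, cut at about 80% in these data, passing the limit was not always enough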
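incubation = binding step 1.5 h, 37 °C, antibody labelling 20 min, ice | test system = 2C mouse CD8+ T cells | read-out basis = percent CD8+ FL2 mean versus row control | controls = Peptide-free naked vesicles (low) and QL9 vesicles with 0.7% DMSO vehicle (high) | detection = flow cytometry of vesicle-bound cells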
PhoP inhibition = inhibitors of PhoP regulon expression, primary screen, Salmonella Typhimurium, GFP reporter (AID 1863) | S. Typhimurium PhoP-regulated promoter GFP reporter, 4 h; higher % means a stronger effect | inhibition, % at 50 µM; hits with a dose series show IC50 in µM | actives 0.16% (n = 300,000);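 active = inhibition over 29.93%, a cutoff 3 SD above the screen mean, later confirmed by dose response; inconclusive = inhibition over 29.93% but no dose response follow-up; inactive = inhibition at most 29.93% or unconfirmed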;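 note: 0% = low Mg2+ inducing control and 100% = high Mg2+ repressing control; strong numbers were not always called active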
Large T inhibition = SV40 large T antigen inhibitors, biochemical (AID 1903) | SV40 large T antigen ATPase/helicase inhibition assay; higher % means a stronger effect | inhibition, % at 20 µM; hits with a dose series show IC50 in µM | actives 0.39% (n = 310,000); in the data active = a potency from the dose series; inconclusive = inhibition mostly from about 32% at the one dose, without a potency; inactive = the rest, 99 in 100 with inhibition below about 32%; note: strong numbers were not always called active
bCat nuc transl = modulators of beta-catenin nuclear translocation, primary screen, imaging, HeLa cells, immunofluorescence, high-content | actives 0.3% (n = 190,000) | nuclear translocation activity, % at 5 µM;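 active = nuclear translocation activity above 50% at 5 µM, with a well cell count of 50 or more; inconclusive = wells under 50 cells across six images, flagged as toxic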;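 note: per-cell ratio of nuclear to cytoplasmic median beta-catenin stain intensity; plate controls were DMSO negative control for no effect and GSK-3 inhibitor IX positive control for full effect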
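assay system = human HeLa cells, endogenous beta-catenin | times = compound treatment 24 h, 37°C, 5% CO2 | detection = Anti-beta-catenin immunofluorescence on PFA-fixed, Triton-permeabilized cells, DAPI nuclei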
WT yeast gro inh mutant strain = also measured in WT yeast gro inh; calls as there; inhibition, %; mitochondrial fusion phenotypic screen, mutant strain inhibition
bCat nuc transl cell count 5 µM = second read-out of bCat nuc transl, no call of its own (marks repeat the call); cell count; measured here: cell count, cytotoxicity flag
T cell modulator vesicle-bound % = recorded beside T cell modulator, whose call it bears; double positive events, %; measured here: CD8+ vesicle-bound cell fraction;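 binding gate set so that unloaded-vesicle control wells show 10% double positive cells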
Myeloid diff MLP GFP+ MAC1+ % = also measured in Myeloid diff MLP; calls as there; GFP+ MAC1+ double positive, %; measured here: differentiation confirmed by MAC1 staining
* hit, by the source's call; i = inactive; ? = inconclusive; / = not tested or not shown; + = active, no number; & = joins results of further samples.

SMILES	WT yeast gro inh	WT yeast gro inh mutant strain	MgcRacGAP inhibition	West Nile antiviral	RSV CPE inhibition	Myeloid diff MLP	Myeloid diff MLP GFP+ MAC1+ %	T cell modulator	T cell modulator vesicle-bound %	PhoP inhibition	Large T inhibition	bCat nuc transl	bCat nuc transl cell count 5 µM
COc1ccc(/C=[N+](\[O-])C2N(c3ccccc3)C(=S)SC2(C)C)cc1OC (centres undefined)	/	/	2%	0.0%	0.3%	i	0.7	i	15	0%	6%	-0.2	1312
CNC(=S)Nc1ccc([N+](=O)[O-])cc1C	4	7	7%	-0.2%	1.6%	i	0.1	i	26	-4%	12%	-4.1	1151
COc1ccc2ccccc2c1CNC(=O)CC1C(=O)NCCN1CC(C)C (centres undefined)	9	6	-3%	-0.7%	-0.4%	+	1.8*	i	22	-5%	5%	-0.9	1169
Cc1sc2ncnc(N3CCC(C(=O)N(C)CC(=O)Nc4ccc(Cl)c(C(F)(F)F)c4)CC3)c2c1C	/	/	5%	/	-1.3%	?	/	i	7	8%	18%	/	/
CSCCC(NC(=O)C1CCC(C)CC1)C(=O)N1CCN(c2ccccn2)CC1 (centres undefined)	43	5	2%	-1.1%	-0.7%	i	1.2	i	23	2%	4%	0.3	1319
COc1cc(NC(=O)COC(=O)CCOc2ccc(C)cc2)cc(OC)c1	/	/	9%	-0.3%	1.0%	i	0.9	i	33	-3%	11%	/	/
CN1CCC(N(C)C(=O)CNC(=O)c2ccc(C(C)(C)C)cc2)CC1	-4	-2	5%	-0.3%	-1.6%	i	0.5	i	30	0%	11%	-0.2	1117
COc1ccc(C(=O)NNC(=O)CCn2nnc(-c3ccc(C)cc3)n2)cc1OC	-4	-6	3%	-0.6%	5.0%	i	0.7	i	21	0%	3%	6.1	1043
CN(Cc1nc(-c2ccccc2)no1)C(=O)c1ccco1	/	/	9%	-0.5%	1.7%	i	0.5	i	29	4%	9%	/	/
CCOC(=O)c1ccc(N=C2SC(C(=O)Nc3ccc(C(=O)O)cc3)CC(=O)N2Cc2cccs2)cc1 (centres undefined)	-5	0	1%	-0.6%	56%	i	0.0	i	66	-2%	4%	-1.2	1104
Cc1ccc2nc(SCC(=O)N(CC(C)C)c3c(N)n(Cc4ccccc4)c(=O)[nH]c3=O)[nH]c2c1	/	/	13%	-0.1%	-1.0%	i	0.0	i	29	-6%	18%	-0.8	1329
COCc1nnc(NC(=O)C2CC(=O)N(c3ccc(C)c(Cl)c3)C2)s1 (centres undefined)	/	/	7%	/	-2.3%	i	0.3	i	28	-5%	7%	/	/
CCN(CC)C1=CC(=[N+]2CCCC2)CC(C)(C)C1	-11	-7	6%	3.2%	5.7%	i	0.6	i	32	2%	4%	-4.3	513
COCCNC(=S)NC(=O)c1ccc(C(C)(C)C)cc1	22	15	15%	-0.9%	3.1%	i	0.3	i	60	2%	12%	3.6	869
Cc1cc(NC(=O)COC(=O)CCS(=O)(=O)c2ccc(C)c(C)c2)no1	/	/	6%	-0.1%	1.4%	i	0.9	i	47	9%	2%	/	/
CC(C)(C(=O)c1ccccc1)/[N+]([O-])=C/c1ccc(F)cc1	/	/	-1%	0.0%	0.2%	i	0.5	i	2	/	/	/	/
CS(=O)(=O)N(CC(=O)Nc1ccccc1)c1cccc(Cl)c1Cl	-9	-29	3%	-0.9%	0.2%	i	0.6	i	45	-2%	-4%	1.1	1573
CCOC(=O)Nc1cc(NC(=O)OCC)c(C)nc1C	/	/	10%	0.6%	-0.8%	i	0.4	i	42	-6%	14%	-1.4	1285
O=C(Nc1ccc2c(c1)ncn2-c1ccccc1)c1ccco1	-6	-3	-1%	-0.4%	2.0%	i	10	i	4	-2%	5%	-1.7	1087
Cc1cc(=O)oc2c(C)c(OCC(=O)N3CCN(c4cccc(Cl)c4)CC3)ccc12	/	/	10%	-0.1%	59%	i	3.2	i	38	-9%	17%	/	/
NNC(=O)c1cccc(COc2cccc(Br)c2)c1	73*	65*	12%	0.9%	6.3%	i	1.3	i	39	-1%	9%	/	/
Nc1nc(-c2ccc3c(c2)CCCC3)c(CC(=O)O)s1	/	/	11%	-0.1%	3.2%	i	1.3	i	21	7%	-21%	/	/
CN(CC(=O)Nc1ccc(S(N)(=O)=O)cc1)Cc1ccccc1F	-5	9	5%	0.0%	0.3%	i	0.6	i	30	-6%	5%	-3.9	1026
COc1ccc(NC(=O)N(CCN2CCCC2)Cc2cc3cc(OC)c(OC)cc3[nH]c2=O)cc1	-12	-8	16%	/	-0.6%	i	1.5	i	42	-11%	?	-1.3	1142
O=C(CN(Cc1cccs1)C(=O)CSc1nnc(COc2ccccc2)o1)NC1CCCC1	12	15	-2%	-0.8%	1.2%	i	2.2	i	21	0%	3%	1.7	1143

Next part; the last three above are carried over.
SMILES	WT yeast gro inh	WT yeast gro inh mutant strain	MgcRacGAP inhibition	West Nile antiviral	RSV CPE inhibition	Myeloid diff MLP	Myeloid diff MLP GFP+ MAC1+ %	T cell modulator	T cell modulator vesicle-bound %	PhoP inhibition	Large T inhibition	bCat nuc transl	bCat nuc transl cell count 5 µM
CN(CC(=O)Nc1ccc(S(N)(=O)=O)cc1)Cc1ccccc1F	-5	9	5%	0.0%	0.3%	i	0.6	i	30	-6%	5%	-3.9	1026
COc1ccc(NC(=O)N(CCN2CCCC2)Cc2cc3cc(OC)c(OC)cc3[nH]c2=O)cc1	-12	-8	16%	/	-0.6%	i	1.5	i	42	-11%	?	-1.3	1142
O=C(CN(Cc1cccs1)C(=O)CSc1nnc(COc2ccccc2)o1)NC1CCCC1	12	15	-2%	-0.8%	1.2%	i	2.2	i	21	0%	3%	1.7	1143
O=C(CN1CCN(c2ccccc2O)CC1)Nc1cc(S(=O)(=O)N2CCCC2)ccc1Cl	/	/	0%	/	0.7%	i	0.3	i	37	/	/	/	/
Cc1nn(Cc2ccc(C(=O)N3N=C(C(F)F)CC3(O)C(F)F)o2)c(C)c1[N+](=O)[O-] (centres undefined)	-17	-10	-2%	-0.3%	8.9%	i	0.6	i	42	5%	7%	/	/
CC(=O)c1ccc(-n2ccc(=O)cc2)cc1	/	/	6%	-0.4%	1.6%	i	0.4	i	25	-3%	3%	/	/
O=C(NC(=S)Nc1ccc(S(=O)(=O)Nc2nccs2)cc1)c1ccc(F)cc1	2	0	11%	0.1%	4.5%	i	0.1	i	30	2%	9%	-2.0	1038
COc1ccc(C2C3=C(CC(C)(C)CC3=O)Oc3ncn(CC(C)C)c(=N)c32)cc1 (centres undefined)	5	-6	11%	-0.1%	-3.0%	i	0.7	i	15	4%	8%	/	/
CC1CC(=O)C2=C(C1)Nc1ccccc1SC2c1ccc(F)cc1 (centres undefined)	20	-1	8%	-0.4%	5.4%	i	0.4	i	53	23%	17%	-2.0	1119
O=C(O)CSc1nnc(-c2cccc(S(=O)(=O)N3CCOCC3)c2)n1-c1cccc(Cl)c1	/	/	11%	0.3%	1.5%	i	0.5	i	57	/	18%	-0.8	1339
CSc1ccc2c(c1)C(N1CCN(C)CC1)Cc1ccccc1S2 (centres undefined)	/	/	9%&19%	?	19%&8.2%	i	4.7&0.5	i	15&64	-6%&18%	-2%&0%	1.3	1198
CCCCCC(=O)Nc1c2c(nc3ccccc13)CCC2	/	/	8%	-1.3%	1.4%	i	0.5	i	32	-2%	24%	/	/
COc1cccc(-c2nc(CS(=O)(=O)CC(=O)NCCCN3C(C)CCCC3C)c(C)o2)c1 (centres undefined)	/	/	5%	0.3%	-0.2%	i	2.0	i	5	-3%	2%	/	/
CCC(=O)N1CCc2cc(S(=O)(=O)NC(Cc3ccccc3)C(=O)Nc3nccs3)ccc21 (centres undefined)	-3	-2	8%	-0.4%	2.0%	i	0.5	i	48	6%	-2%	4.2	506
O=C(NCc1ccccc1)C1=C[C@H](c2ccc(C(F)(F)F)cc2)C[C@H](OCCCCO)O1	/	/	3%	-0.6%	3.5%	i	2.2	i	35	-13%	15%	/	/
Cc1ccc(CSCC2Nc3ccc(C(=O)N4CCN(c5cccc(C)c5)C(C)C4)cc3NC2=O)cc1 (centres undefined)	/	/	/	-0.6%	3.4%	/	/	i	50	2%	36%	/	/
CCOC(=O)CSc1nccc(N(C)C)c1C#N	2	0	6%	1.3%	0.8%	i	0.7	i	4	7%	5%	-0.6	1121
COc1ccc(Cl)cc1NC(=S)N1CCC(c2ccc(C)cc2)C1 (centres undefined)	49	34	-1%	-1.1%	10%	i	1.2	i	5	-3%	36%	-0.9	1121
C=CC[N+](C)(C)CCN1C(=O)C2C(c3ccccc3)C=CC(c3ccccc3)C2C1=O (centres undefined)	7	3	0%	-0.1%	1.9%	i	0.2	i	63	-5%	-3%	-1.7	1083
CCOC(=O)N1CCN(C(=O)CCCCCn2c(=S)[nH]c3ccsc3c2=O)CC1	-11	4	-4%	0.3%	1.1%	i	0.5	i	45	-5%	8%	-0.8	1108
COc1ccc(S(=O)(=O)NCCC(=O)N2CCCC2)cc1N(C)S(C)(=O)=O	/	/	5%	-0.7%	0.0%	i	1.0	i	27	3%	3%	/	/
COc1ccc(N2CC(C(=O)N3CCN(C)CC3)CC2=O)cc1 (centres undefined)	/	/	5%	0.1%	-0.4%	i	5.3	i	18	7%	9%	/	/
CCC(=O)N1CCN(c2ccc(NC(=S)NC(=O)C(C)C)cc2)CC1	9	2	4%	-1.0%	2.3%	i	0.7	i	13	-4%	12%	-0.7	998
O=C(/C=C/c1ccco1)N(c1ccccn1)c1ccccn1	9	1	18%	-0.6%	1.2%	i	0.4	i	39	-6%	24%	-0.8	1024
COc1ccc(/C=N/Nc2ncnc3sc4c(c23)CCCC4)cc1O	9	-4	56µM*	0.0%	5.7%	i	0.3	i	38	-2%	22%	-0.7	977
Cc1ccc(O)c(C2=NNC(O)(C(F)(F)F)C2)c1 (centres undefined)	15	18	10%	0.9%	3.4%	i	1.3	i	44	-2%	5%	0.1	1190
CN(C)c1ccc(-c2nnc(-c3cccnc3)o2)cc1	/	/	6%	-0.9%	0.7%	i	0.6	i	49	8%	11%	/	/
